# Assay outcomes: PubChem, several laboratories
# PriA SSB inh = inhibitors of Klebsiella pneumoniae PriA binding to SSB C-terminal tail. AlphaScreen SSBct-PriA binding, biotinylated peptide. 430,000 tested, 0.6% active. inhibition, % at 33 µM. AID 1272365; in the data active = inhibition mostly above about 37%, no sharp cut-off; inactive = mostly below about 20%;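 also: plate controls were negative control peptide for no effect and reference peptide for full effect; strong numbers were not always called active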
# Y pestis TopoI = inhibitors of Yersinia pestis topoisomerase I. 360,000 tested, 0.064% active. activity, % at 10 µM. Y. pestis Topo-I cleavage product accumulation, plate reader; in the data active = activity above about 50%, passing the limit was not always enough; inconclusive = no clear call, values can overlap the other calls; also: inactives centre near 2
# PrPC TRFRET = reduces human prion protein on the cell surface; cell surface PrPC, TR-FRET read-out; P04156; 370,000 tested, 0.43% active; inhibition, % at 13.8 µM; AID 720596; in the data active = inhibition above about 24%; also: 0% = median of the test wells and 100% = reference compound wells
# TcdB inh = inhibitors of Clostridioides difficile toxin B glycohydrolase | P18177 | TcdB glycohydrolase enzymatic assay, plate reader | inhibition, % at 9.99 µM | 350,000 tested, 0.24% active; in the data active = inhibition above about 10%
# 3CLpro inhibitor = SARS-CoV 3CLpro protease inhibition | recombinant SARS-CoV 3CLpro, quenched FRET peptide cleavage | P0C6X7 | 290,000 tested, 0.14% active | inhibition, % at 6 µM; in the data active = inhibition above about 12%
# Rv3671c protease = inhibitors of M. tuberculosis serine protease Rv3671c. P9WHR9. 320,000 tested, 0.048% active. inhibition, % at 5.96 µM; in the data active = inhibition above about 38%;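 also: extracellular domain of Rv3671c used as enzyme; 0% = enzyme with DMSO and 100% = no enzyme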
# Target sequence (P9WHR9 whole entry, looked up, the tested form may be a part): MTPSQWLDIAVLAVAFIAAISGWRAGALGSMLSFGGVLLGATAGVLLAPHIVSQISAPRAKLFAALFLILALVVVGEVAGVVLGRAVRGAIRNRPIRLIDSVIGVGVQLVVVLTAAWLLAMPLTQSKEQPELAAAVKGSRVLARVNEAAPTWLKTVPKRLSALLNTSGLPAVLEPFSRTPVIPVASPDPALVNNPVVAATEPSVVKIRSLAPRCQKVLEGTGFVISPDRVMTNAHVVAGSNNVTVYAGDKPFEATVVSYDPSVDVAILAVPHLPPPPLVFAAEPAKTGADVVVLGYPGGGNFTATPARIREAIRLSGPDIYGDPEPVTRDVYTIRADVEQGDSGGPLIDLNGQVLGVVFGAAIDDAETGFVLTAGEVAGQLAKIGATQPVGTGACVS
# DUSP3 inh = DUSP3 (human) phosphatase inhibition | AID 1654 | inhibition, % at 13.3 µM | P51452 | recombinant VHR phosphatase, pNPP absorbance | 290,000 tested, 0.52% active; in the data active = inhibition above about 50%; also: some compounds called inactive have numbers as strong as hits
# Target sequence (P51452 whole entry, looked up): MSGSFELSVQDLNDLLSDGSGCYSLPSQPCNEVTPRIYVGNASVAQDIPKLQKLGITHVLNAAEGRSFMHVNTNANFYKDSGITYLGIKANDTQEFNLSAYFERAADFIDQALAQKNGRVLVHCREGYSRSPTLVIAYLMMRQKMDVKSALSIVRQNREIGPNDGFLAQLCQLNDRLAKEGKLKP
# CCHF vOTU inh = CCHFV vOTU protease inhibition | inhibition, % at 11.5 µM | Pep-AMC fluorescence | 370,000 tested, 0.55% active; in the data active = inhibition above about 30%; also: 0% = vehicle wells with enzyme and 100% = no enzyme wells
# MazEF act = MazEF (E. coli) toxin RNase activation; P0AE70; FAM/BHQ RNA-DNA oligo cleavage fluorescence, 5 h; activation, % at 20 µM; 350,000 tested, 0.32% active; AID 504720; in the data active = activation above about 50%
# Target sequence (P0AE70 whole entry, looked up): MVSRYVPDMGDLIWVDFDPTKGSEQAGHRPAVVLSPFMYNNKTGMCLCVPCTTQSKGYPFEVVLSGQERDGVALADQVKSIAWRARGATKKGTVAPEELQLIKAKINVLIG
# BH1578 lux ind = inducers of Vibrio cholerae quorum light production without autoinducers; activation, % at 18.7 µM; V. cholerae BH1578 lux reporter, luminescence, 6 h; 350,000 tested, 0.16% active; in the data active = activation mostly above about 9.7%, no sharp cut-off; inconclusive = no clear call, values can overlap the other calls; inactive = mostly below about 3.7%; also: not every result past the cut was called active; inactives centre near 0; reference of the scale not given here
# The depositor's hits bear a star; i = inactive; ? = inconclusive; · = no result given; & = joins results of further samples.
SMILES,PriA SSB inh,Y pestis TopoI,PrPC TRFRET,TcdB inh,3CLpro inhibitor,Rv3671c protease,DUSP3 inh,CCHF vOTU inh,MazEF act,BH1578 lux ind
COc1ccccc1N(C)S(=O)(=O)c1ccc(C(=O)NCCc2ccc(F)cc2)cc1,-15,36,-4,0.0,-5,-11,21,11,-2,-6.2
COc1cc(C(=O)NCc2cccc3ccccc23)cc(Cl)c1OC,-24,15,0,·,8,-26,13,-2,1,-0.4
COc1cc(CNS(=O)(=O)CCl)cc(OC)c1OC,4,4,5,-0.2,·,-8,·,7,6,2.7
Cc1ccc(NC(=O)CSc2n[nH]c(-c3ccccn3)n2)cc1,97*,-7,5,1.4,2,-5,16,4,-1,-0.4
COc1ccc(C2c3c(c(C)c(C)oc3=O)Oc3c(C)c(C)oc(=O)c32)cc1,3,5,6,1.1,·,-5,·,-6,3,-1.3
O=C(Nc1ccc(N2CCOCC2)c(F)c1)c1cccs1,5,-2,-5,2.1,5,-4,32,-6,10,i
COc1ccc(S(=O)(=O)n2ccnc2)c2cccnc12,-18,-4,3,·,4,1,-8,8,6,10
Cc1ccccc1Oc1cc(NC(=O)Cn2cnc([N+](=O)[O-])c2)cc([N+](=O)[O-])c1,20,-11,-8,0.7,4,-5,15,-9,8,i
O=C(O)C1CC=CCC1C(=O)Nc1ccccc1C(=O)N1CCN(c2ccc(Cl)cc2)CC1 (stereo not given),4,22,3,0.2,4,4,44,-4,-21,-0.2
Cc1ccc(OC(C)C(=O)Nc2ccc(S(=O)(=O)N3CCOCC3)cc2)cc1 (stereo not given),-8,-3,6,-1.0,7,-2,19,14,-3,-7.7
CC(=O)Nc1ccc(NC(=O)C2CCCN2C(=O)Nc2cccc(F)c2)cc1 (stereo not given),-8,3,-6,-0.2,0,-2,35,9,0,i
COC(=O)c1[nH]c2cc(OC)ccc2c1NC(=O)c1c(F)cccc1F,-3,-3,0,0.8,-3,6,9,-9,7,1.2
CCOC(=O)N1CCN(C(=O)COc2cccc3c2CCN(Cc2cccc(C)c2)C3=O)CC1,-2,32,11,0.0,4,-4,16,-5,-2,-0.2
C[C@@H]1CN([C@H](C)CO)C(=O)CCCn2nncc2CO[C@H]1CN(C)Cc1ccc(-c2ccccc2)cc1,·,25,0,0.7&1.3,·,·,·,-1,5,-0.3
Cc1cc(C)cc(NC(=O)CN2CCCN(S(=O)(=O)c3ccc(Br)s3)CC2)c1,-18,-6,1,·,0,-5,24,18,-8,2.2
COc1cc([C@H]2[C@@H]3CCCC[C@]3(O)CCN2CC(=O)Nc2ccc(C)cc2)ccc1O,3,-1,-6,·,4,-24,28,-3,-1,i
CCOc1ccc(C(=O)N2CCN(CCc3ccccc3)CC2)cc1OCC,-12,23,-2,-8.9,3,-2,79,7,3,i
Cc1cc(C)n(-c2ccc(C(=O)Nc3cccc(S(=O)(=O)N(C)C)c3)cc2)n1,-1,31,11,0.1,1,-12,-1,-4,-1,-0.2
CCOC(=O)Cc1cc(=O)[nH]n(-c2ccccc2)c1=O,0,-1,-12,3.5,·,·,·,-10,-8,i
CC(=O)NC12CC3CC(C1)CC(C(=O)Nc1c(C)n(C)n(-c4ccccc4)c1=O)(C3)C2,-3,4,-3,-0.5,-4,-4,29,5,4,-0.3
CN=C1SC(CC(=O)Nc2sc(C)c(C)c2C(=O)OC)C(=O)N1C (stereo not given),-12,-4,1,·,-3,-4,25,-12,1,-0.5
C[C@@]12C(=O)N(c3ccc(F)cc3)C(=O)N1[C@@H]1c3ccccc3OC[C@@H]1[C@H]2c1ccccc1,2,12,-2,2.0,4,-7,5,7,1,i
CCCCC(=O)NC(NC(=O)CCCC)c1ccc(OCC(C)C)c(OC)c1,0,-2,2,·,-2,3,-2,1,-3,i
Fc1ccc(Nc2ncnc3ccccc23)cc1,-17,7,9,0.2,2,1,-12,7,-1,i
Cc1ccc(N/C=C(\C#N)S(=O)(=O)c2ccccc2)cc1,10,10,8,-1.3,4,2,18,2,-2,0.7

# Arranged by count of non-hydrogen atoms (rising): part of the list above.
SMILES,PriA SSB inh,Y pestis TopoI,PrPC TRFRET,TcdB inh,3CLpro inhibitor,Rv3671c protease,DUSP3 inh,CCHF vOTU inh,MazEF act,BH1578 lux ind
Fc1ccc(Nc2ncnc3ccccc23)cc1,-17,7,9,0.2,2,1,-12,7,-1,i
COc1cc(CNS(=O)(=O)CCl)cc(OC)c1OC,4,4,5,-0.2,·,-8,·,7,6,2.7
CCOC(=O)Cc1cc(=O)[nH]n(-c2ccccc2)c1=O,0,-1,-12,3.5,·,·,·,-10,-8,i
O=C(Nc1ccc(N2CCOCC2)c(F)c1)c1cccs1,5,-2,-5,2.1,5,-4,32,-6,10,i
Cc1ccc(NC(=O)CSc2n[nH]c(-c3ccccn3)n2)cc1,97*,-7,5,1.4,2,-5,16,4,-1,-0.4
CN=C1SC(CC(=O)Nc2sc(C)c(C)c2C(=O)OC)C(=O)N1C (stereo not given),-12,-4,1,·,-3,-4,25,-12,1,-0.5
COc1cc(C(=O)NCc2cccc3ccccc23)cc(Cl)c1OC,-24,15,0,·,8,-26,13,-2,1,-0.4
CCCCC(=O)NC(NC(=O)CCCC)c1ccc(OCC(C)C)c(OC)c1,0,-2,2,·,-2,3,-2,1,-3,i
Cc1ccccc1Oc1cc(NC(=O)Cn2cnc([N+](=O)[O-])c2)cc([N+](=O)[O-])c1,20,-11,-8,0.7,4,-5,15,-9,8,i
COc1ccccc1N(C)S(=O)(=O)c1ccc(C(=O)NCCc2ccc(F)cc2)cc1,-15,36,-4,0.0,-5,-11,21,11,-2,-6.2
CCOC(=O)N1CCN(C(=O)COc2cccc3c2CCN(Cc2cccc(C)c2)C3=O)CC1,-2,32,11,0.0,4,-4,16,-5,-2,-0.2
C[C@@H]1CN([C@H](C)CO)C(=O)CCCn2nncc2CO[C@H]1CN(C)Cc1ccc(-c2ccccc2)cc1,·,25,0,0.7&1.3,·,·,·,-1,5,-0.3

# The results go on.
SMILES,PriA SSB inh,Y pestis TopoI,PrPC TRFRET,TcdB inh,3CLpro inhibitor,Rv3671c protease,DUSP3 inh,CCHF vOTU inh,MazEF act,BH1578 lux ind
O=C(NCCN1CCC(Cc2ccccc2)CC1)C1CCN(S(=O)(=O)N2CCC3(CC2)OCCO3)CC1,-14,-6,-16,1.5,6,-9,1,-1,-12,-0.1
O=S(Cc1ccc(Br)cc1)Cc1nnc(SCc2c(Cl)cccc2Cl)n1-c1ccccc1 (stereo not given),5,34,·,1.2,5,-1,8,·,-5,-1.0
O=C(c1ccccc1)N1N=C(c2ccccc2)CC1c1ccc2nccnc2c1 (stereo not given),-1,18,5,-0.7,5,1,-9,7,-8,-0.2
CCOC(=O)CNC(=O)CSc1nnc(-c2cccc(C)c2)n1-c1ccc(OC)cc1,3,11,-6,·,4,-3,0,13,-4,0.5
O=S(=O)(Nc1ccc(C(O)(C(F)(F)F)C(F)(F)F)cc1)c1cccc2cccnc12,·,-11,5,-4.4,·,·,·,16,·,-1.1
O=C(O)Cn1cc2c(n1)CCCCC2,-6,1,-3,·,-4,8,-2,-1,-4,·
O=C(COC(=O)c1ccc(Br)o1)NCc1cccs1,0,6,-1,1.7,-3,6,-1,8,-7,-0.3
COc1cc(N)ccc1C(=O)O,-8,-6,2,·,5,13,4,11,1,0.4
COc1ccc(NC(=O)Nc2nnc(CC(=O)Nc3ccccc3)s2)cc1,-4,5,-1,0.1,-2,-26,21,15,-7,-0.7
C=CCOc1ccc2nc(NC(=O)OC)[nH]c2c1,-7,3,4,·,5,3,-33,-5,6,i
O=C(NCc1cccnc1)c1cc(C2CCCCN2S(=O)(=O)Cc2ccccc2)on1 (stereo not given),·,1,-8,0.6,·,·,·,-5,·,0.6
CCOc1ccc(S(=O)(=O)N2CCC(C(=O)NCC3CCCO3)CC2)cc1C (stereo not given),-2,-1,-1,0.4,-4,6,12,1,6,-0.3
CCn1ccnc1CN(C)Cc1nc(-c2ccccc2)no1,-23,5,1,0.4,4,-3,30,6,4,-0.2
CCOC(=O)CCC(=O)Nc1cc(S(=O)(=O)N2CCOCC2)ccc1N1CCCCC1,-5,-5,6,1.5,·,-2,·,4,-2,i
CCN(CCO)Cc1csc2ccc(C(C)(C)C)cc12,-10,-2,-8,·,1,-4,-5,-17,6,-0.4
FC(F)(F)Oc1ccc(NC(=S)NCCCN2CCOCC2)cc1,1,0,1,0.7,5,1,7,0,8,-0.3
COc1ccc(C(=O)n2nc(C)c(Br)c2C)cc1OC,-4,2,4,-0.2,-6,·,-2,3,-3,i
Cc1ccccc1CSCC(=O)Nc1ccccc1Br,-22,4,0,2.8,-1,3,-16,3,-3,i
COc1ccc(C)cc1S(=O)(=O)N(C)CC(=O)NC1CCCC1,-11,1,7,·,6,8,1,-9,-8,-0.5
Cc1ccc(NC(=O)CSc2nc(=O)n(CCCN3CCOCC3)c3c2CCCC3)cc1,-12,16,-2,0.1,·,2,·,-3,1,-0.8
CCCCc1cc(=O)oc2cc(C)cc(OCC(=O)NCc3ccccn3)c12,6,17,4,0.3,-4,-2,34,5,6,-0.4
CCCc1ccc(OC(=O)c2cccs2)cc1,-91,0,-4,·,2,8,-16,-6,0,-0.4
CCOc1ccc(NC(=O)CN(C)C(=O)CCCc2c[nH]c3ccccc23)cc1OCC,10,15,6,2.0,·,0,·,-2,4,0.0
O=C(COc1cccc(Cl)c1)Nc1ccccc1N1CCCCC1,-5,7,-4,1.1,·,7,·,7,-8,19
COc1ccc(CCNC(=O)/C=C/c2ccco2)cc1,-7,-1,2,1.0,-5,-4,24,-8,2,i
# Remaining list, next part.
SMILES,PriA SSB inh,Y pestis TopoI,PrPC TRFRET,TcdB inh,3CLpro inhibitor,Rv3671c protease,DUSP3 inh,CCHF vOTU inh,MazEF act,BH1578 lux ind
O=C(OCC(=O)C12CC3CC(CC(C3)C1)C2)c1ccc(O)cc1,-2,6,-5,-1.4,·,8,·,7,-11,-0.6
Cc1ccc(C(=O)/C=C/c2c(C)nn(-c3ccccc3)c2Cl)cc1,4,34,-5,·,-7,·,23,5,-3,-0.3
COc1ccc(-c2coc3c(C(=O)NCc4ccccc4)cccc23)c(C)c1,·,?,7,1.6,·,·,·,2,·,i
Cc1csc(=O)n1CCC(=O)OCC(=O)c1c(N)n(CC(C)C)c(=O)n(C)c1=O,-8,3,8,-0.6,·,-6,·,-7,-4,-0.6
COc1ccc(COC(=O)c2ccc(Cl)c(S(=O)(=O)N3CCOCC3)c2)cc1F,-20,-4,6,1.6,0,6,2,-4,1,0.7
Cc1ccc(NC(=S)N/N=C/c2ccc([N+](=O)[O-])s2)cc1,·,-26,-18,-1.3,-3,6,32,21,13,0.1
CC(=O)N1N=C(N)SC1(C)C,3,9,-3,-0.4,1,-7,7,-9,5,-0.3
CC(C)(C)NC(=O)C(c1ccc(F)cc1)N(CC1CCCO1)C(=O)c1csnn1 (stereo not given),-8,6,1,0.5,1,8,12,2,2,-3.3
COc1ccc(CCOC(=O)c2ccc(NC(=O)CC#N)cc2)cc1,1,1,5,1.5,1,16,-2,9,-2,2.5
CC(C)(C)C1CCc2onc(C(=O)Nc3ccc4c(c3)OCO4)c2C1 (stereo not given),-19,-3,-3,1.6,-4,0,19,10,14,-0.3
Cc1cc(Cl)c(C)c(S(=O)(=O)Oc2ccccc2NC(=O)CCC(=O)O)c1Cl,1,10,0,1.1,·,-3,·,33*,-1,0.7
CC1(C(=O)N(c2ccccc2)C(C(=O)NC2CCCC2)c2ccccn2)CC(=O)N=C2C=CC=CN21 (stereo not given),-6,-3,-4,·,1,-2,13,-100,8,-0.6

# Some of the compounds tested; count on the stated rates, not on these rows.
